TAG inh: reduces triacylglycerol accumulation in H9c2 cells. Nile Red lipid (TAG) fluorescence; cells loaded with 200 µM oleic acid. inhibition, % at 12.5 µM. hit rate 0.66% among 230,000. AID 651582;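 active means pattern-corrected inhibition of lipid staining of at least 50% with the nuclear-stain viability signal not falling by more than 50%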;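 further: 0% = DMSO wells and 100% = triacsin C control wells; some results filed as inactive read as strong as hits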
TAG inh DAPI viability: also measured in TAG inh; calls as there; DAPI nuclei signal change (viability), lower = more cytotoxic, %;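 whole-well DAPI fluorescence read on a plate reader as a viability signal; minus 50 percent equals half of cells still viable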
* = called active by the depositor. Some of the compounds tested; rates above refer to the full screens.

entry	mol	TAG inh	TAG inh DAPI viability
1	Cc1nnc(SCCn2c(Br)nc3c2c(=O)[nH]c(=O)n3C)s1	-3	4
2	O=C(c1ccc(S(=O)(=O)N2CCCCCC2)cc1)N(c1ccccn1)C1CCCCC1	-16	0
3	COc1ccc(C2(C)NC(=O)N(CC(=O)Nc3ccc4c(c3)OCO4)C2=O)cc1OC (stereo not given)	15	-6
4	O=C(CCC(=O)N1CCOc2ccccc21)Nc1ccccc1Br	4	-9
5	O=C(c1cccs1)N1CCN(C(=O)c2cccs2)C1=S	14	-9
6	CCN(c1ccccc1)S(=O)(=O)c1cc(C(=O)O)ccc1C	2	-6
7	O=C(COC(=O)c1cc(Br)ccc1Cl)NC1CCCC1	-14	6
8	CCOc1ccccc1NC(=O)/C(C#N)=C/c1c(C)nn(-c2ccc(F)cc2)c1Cl	18	-3
9	COCCn1c(SCC(=O)Nc2ccc(F)cc2)nc2c(c1=O)SCC2	6	7
10	CC(=O)Cc1nsc(NC(=O)c2ccc(-c3ccc(Cl)c(Cl)c3)o2)n1	5	-6
11	Cc1ncoc1C(=O)NC1CC(C)(C)Cc2c1cnn2-c1ccccc1 (stereo not given)	-3	0
12	CCOC(=O)[C@H](CCc1ccccc1)N[C@@H](C)C(=O)N1C(C(=O)O)C[C@@H]2CCC[C@@H]21 (stereo not given in full)	5	6
13	Cc1ccsc1C(=O)NNC(=O)COc1ccc(Br)cc1	6	1
14	Cc1ccc(Nc2nc(N)nc(COC(=O)c3ccc(Br)o3)n2)cc1	-2	0
15	Cc1cc(C)cc(NC(=O)c2ccc(CNc3c(N4CCCC4)c(=O)c3=O)cc2)c1	3	3
16	COc1cc(/C=C/C(=O)OCC(=O)N(CC(C)C)c2c(N)n(Cc3ccccc3)c(=O)[nH]c2=O)ccc1O	9	6
17	CC(=O)NCCCC(=O)NN1C(=S)N(Cc2ccccc2)C(=O)C1CC(=O)Nc1cccc(C)c1 (stereo not given)	-4	5
18	Cc1ccc(-c2nnc(N3CCN(C(=O)c4ccco4)CC3)c3ccccc23)cc1	4	-3
19	Cc1c(Cl)cccc1-n1ccnc1SCC(=O)O	11	-15
20	O=C(Nc1cccc(Cl)c1N1CCCCC1)c1ccc2c(c1)OCCO2	-29	0
21	O=C(O)c1ccc(NC(=O)c2ccccc2NC(=O)c2cccc(F)c2)cc1	3	8
22	CCOc1ccc(CCNC(=O)c2ccc(OCc3c(C)noc3C)cc2)cc1OCC	44	-6
23	O=c1c2ccccc2nc(CSc2nnnn2-c2ccccc2)n1-c1ccccc1Cl	-18	-5
24	O=[N+]([O-])c1ccc(O)c(CN2CCCCCC2)c1	9	-1

Of the compounds above, these have an aryl methoxy group:
entry	mol	TAG inh	TAG inh DAPI viability
3	COc1ccc(C2(C)NC(=O)N(CC(=O)Nc3ccc4c(c3)OCO4)C2=O)cc1OC (stereo not given)	15	-6
16	COc1cc(/C=C/C(=O)OCC(=O)N(CC(C)C)c2c(N)n(Cc3ccccc3)c(=O)[nH]c2=O)ccc1O	9	6

Following part.
Results follow in this order: TAG inh, TAG inh DAPI viability
25	CC(C)CN(CC(C)C)C(=O)Nc1cccc([N+](=O)[O-])c1
  -2, 2
26	Cc1ccc(C)c(NC(=S)NC(NC(=O)Cc2ccccc2)C(Cl)(Cl)Cl)c1 (stereo not given)
  -8, 8
27	Cc1ccc(N2C(N)=NC(N)=NC23CCCC3)c(C)c1
  -10, -3
28	COc1cc(F)ccc1-c1cc(C(=O)Nc2cc(OC)c(OC)c(OC)c2)[nH]n1
  27, -4
29	CS(=O)(=O)c1ccc(-c2cc(NC=O)c3ncc(-c4ccc(F)cc4)n3c2)cc1
  0, -6
30	COc1cc(OC)c2c(-c3cccc(-c4ccc(CO)cc4)c3)cc(=O)oc2c1
  -18, -9
31	COc1ccccc1Oc1ccc2c(c1)C(=O)N(c1ccccc1)C2=O
  0, 5
32	CC(C)N1CCSC1=S
  2, 3
33	CCc1nc2ccc(C(=O)Nc3ccc(OC)c(OC)c3)cn2c1N(C)C(=O)Cc1ccccc1
  13, -14
34	Cc1nn(C)c(Cl)c1CN1CCN(CCC(C)C)C(CCO)C1 (stereo not given)
  -3, 7
35	CCOc1ccccc1OCC(=O)OCC(=O)c1c(C)[nH]c2ccccc12
  3, 3
36	O=C(CSc1ccc(Br)cc1)Nc1ccc(N2CCOCC2)cc1
  1, 3
37	CCOc1ccccc1NC(=O)/C(C#N)=C/c1cccnc1
  -1, -2
38	Cc1ccccc1-c1cc2nc(NCCOc3ccccc3)n(C)c(=O)c2s1
  17, -15
39	CC(=O)Nc1nc(C)c(Oc2ccc(Cl)cc2Cl)c(=O)[nH]1
  1, -3
40	Cc1c(NS(=O)(=O)c2cccc(C(=O)N3CCC(C)CC3)c2)c(=O)n(-c2ccccc2)n1C
  -3, -2
41	COc1ccc2c(c1)C(c1ccc(C)o1)=NNC(c1cccnc1)=N2
  11, -19
42	CC(C)C(=O)Nc1nnc(SCc2cccc(F)c2)s1
  -8, -1
43	COC(=O)c1c(C)nsc1NC(=O)Oc1ccccc1
  -9, 12
44	COc1ccc(NC(=O)CCc2nc(-c3ccc(C)cc3)no2)cc1Cl
  -19, 3
45	Cc1ccc2[nH]c(-c3ccccc3)c(CN3CCOCC3)c(=O)c2c1
  9, 1
46	FC(F)(F)c1cccc(Cc2noc(CN3CCCCC3c3ccccn3)n2)c1 (stereo not given)
  -23, 3
47	CC(=O)c1ccc(S(=O)(=O)NC2CC(=O)N(c3ccc(Cl)cc3)C2)cc1 (stereo not given)
  -24, -1
48	CC(Sc1nncn1C)C(=O)NCCC1=CCCCC1 (stereo not given)
  -3, 4
49	O=C(COc1ccc2ccc(=O)oc2c1)OCc1ccccc1
  0, 3
50	Cc1nn(-c2ccc(F)cc2)c(Cl)c1/C=C/C(=O)N1CCNC(=O)C1
  19, -1
51	CCOC(=O)C1CCN(C(=O)c2cccnc2Oc2ccccc2)CC1
  10, -8
52	CCOC(=O)c1cc(-c2ccccc2)n[nH]1
  -3, 1
53	CCOC(=O)C1CCN(C(=O)C2(NC(=O)NC3CCCCC3)CCCCC2)CC1
  25, 2
54	COc1cc(C(=O)N(Cc2cc3cc(C)ccc3[nH]c2=O)CC2CCCO2)cc(OC)c1OC (stereo not given)
  -31, -14
55	CCOC(=O)Cn1nc(/C=C/c2ccc(OC)cc2)ccc1=O
  10, -6
56	COCCN(Cc1cc2ccccc2[nH]c1=O)C(=O)c1ccccc1OC
  13, 1
57	O=C(CCc1c[nH]c2ccccc12)NC1CC1
  -4, 0
58	CCOC(=O)c1cc2c(s1)-c1ccccc1CC2
  2, 12
59	CCn1c(CNC(=O)COC)nc2ccccc21
  -4, -6
60	Cc1ccc(OCc2nnc(SCC(=O)c3ccccc3)n2-c2ccccc2)cc1
  -24, 2
61	O=C(c1ccc([N+](=O)[O-])cc1)N1CCC(n2nnc3cc(F)ccc32)CC1
  4, 7
62	COc1ccc(OC)c(C(C)NC(=O)Nc2ccccc2)c1 (stereo not given)
  -8, -3
63	CCN1C[C@@H]2[C@@H]3C(=O)N(C)C(=O)[C@@H]3[C@](Cc3ccccc3)(C1=O)N2C(=O)c1ccc(F)cc1
  -11, 9
64	Nc1c(C(=O)OCC(=O)Nc2ccc(Cl)cc2[N+](=O)[O-])[nH]c(=O)[nH]c1=O
  3, 7
65	NC(=S)N/N=C1\CC(n2nnn(-c3cccc(Cl)c3)c2=S)C2COC1O2 (stereo not given)
  -18, 0
66	C[C@H](CO)N1C[C@H](C)[C@@H](CN(C)Cc2ccccn2)Oc2ncc(-c3ccccc3)cc2C1=O
  20, -3
67	O=C(NCC(c1ccccc1Cl)N1CCCC1)c1ccc(N2CCCC2=O)cc1 (stereo not given)
  20, -8
68	COc1cc(OC)cc(C(=O)OCC(=O)Nc2ccc3[nH]c(=O)[nH]c3c2)c1
  -1, 3

Gathered by group, those above with an NH in an aromatic ring (12)
Results follow in this order: TAG inh, TAG inh DAPI viability
1	Cc1nnc(SCCn2c(Br)nc3c2c(=O)[nH]c(=O)n3C)s1
  -3, 4
16	COc1cc(/C=C/C(=O)OCC(=O)N(CC(C)C)c2c(N)n(Cc3ccccc3)c(=O)[nH]c2=O)ccc1O
  9, 6
28	COc1cc(F)ccc1-c1cc(C(=O)Nc2cc(OC)c(OC)c(OC)c2)[nH]n1
  27, -4
35	CCOc1ccccc1OCC(=O)OCC(=O)c1c(C)[nH]c2ccccc12
  3, 3
39	CC(=O)Nc1nc(C)c(Oc2ccc(Cl)cc2Cl)c(=O)[nH]1
  1, -3
45	Cc1ccc2[nH]c(-c3ccccc3)c(CN3CCOCC3)c(=O)c2c1
  9, 1
52	CCOC(=O)c1cc(-c2ccccc2)n[nH]1
  -3, 1
54	COc1cc(C(=O)N(Cc2cc3cc(C)ccc3[nH]c2=O)CC2CCCO2)cc(OC)c1OC (stereo not given)
  -31, -14
56	COCCN(Cc1cc2ccccc2[nH]c1=O)C(=O)c1ccccc1OC
  13, 1
57	O=C(CCc1c[nH]c2ccccc12)NC1CC1
  -4, 0
64	Nc1c(C(=O)OCC(=O)Nc2ccc(Cl)cc2[N+](=O)[O-])[nH]c(=O)[nH]c1=O
  3, 7
68	COc1cc(OC)cc(C(=O)OCC(=O)Nc2ccc3[nH]c(=O)[nH]c3c2)c1
  -1, 3

Bioassay records: PubChem, Sanford-Burnham Center for Chemical Genomics
